High-throughput results from PubChem BioAssay.
Arr AP2 block = inhibitors of beta-arrestin/AP2 binding, primary screen, biochemical, GPCR trafficking, flow cytometry; FITC-arrestin peptide / GST-AP2 beads; AP2 beta2 appendage carries R879A mutation; beta-arrestin 1 C-terminal peptide binding to AP2 beta2-adaptin appendage (human); AID 504490, 2011; hit rate 0.31% among 340,000; inhibition, % at 10 µM;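 active = inhibition above a set limit, near 3 SD of compounds lacking own fluorescence, cut at about 54% in these data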;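 also: plate controls were DMSO wells for no effect and 5 µM unlabelled arrestin peptide for full effect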
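Measured by: flow cytometry, FL1 (488/535 nm); Material: AP2 appendage R879A on GSH beads; Evaluation: percent response; Timing: pre-incubation 12 min, peptide binding 1 h, room temperature; Also added: 50 nM FITC-arrestin peptide; Medium: PBS with 0.05% Tween 20 and 0.1% BSA.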
CAL PDZ FP-1 = CAL PDZ peptide-binding inhibitors, primary screen, biochemical, fluorescence polarization, Cer-tagged CAL PDZ, HTS | hit rate 0.02% among 330,000 | purified CAL PDZ, TMR-peptide fluorescence polarization, 1 h | AID 504414, 2011 | inhibition, % at 20 µM | Golgi-associated PDZ and coiled-coil motif-containing protein (Homo sapiens), Q9HD26;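 active = highest replicate inhibition of at least 40%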;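 also: plate controls were DMSO neutral control wells for no effect and unlabeled competitor peptide control wells for full effect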
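Read-out basis: mP drop reported as inhibition | Assay system: Tagged CAL PDZ protein CerCALP, purified | Benchmarks: Unlabelled peptide for full inhibition, DMSO wells as neutral | Schedule: 1 h incubation at room temperature before polarization reading | Buffer or medium: Sodium phosphate/NaCl buffer pH 7.4 with TCEP, IgG, Thesit | Doses: Single point, 20 µM | Measured by: Fluorescence polarization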
NSD2 HMT inh = NSD2 histone methyltransferase inhibitors, primary screen, biochemical, AlphaScreen, single concentration, set 2; Histone-lysine N-methyltransferase NSD2 (Homo sapiens), O96028; NSD2 peptide methylation, 120 min; inhibition, % at 12.5 µM; hit rate 0.54% among 310,000; AID 743445, 2014; in the data active = inhibition above about 50%
Keap1 Nrf2 FP = Keap1-Nrf2 protein-protein interaction inhibitors, primary screen, biochemical, fluorescence polarization, single point | Keap1 Kelch-Nrf2 peptide fluorescence polarization, 1536-well | inhibition, % at 9.4 µM | hit rate 0.15% among 340,000; in the data active = inhibition above about 12%;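 also: human Keap1 Kelch domain with fluorescein labeled Nrf2 9mer peptide probe; 0% = neutral control wells and 100% = peptide positive control; higher means more block of Keap1 binding to Nrf2 peptide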
CAL PDZ FP-2 = untagged CAL PDZ binding inhibitors, primary screen, biochemical, fluorescence polarization, HTS; Golgi-associated PDZ and coiled-coil motif-containing protein (Homo sapiens), Q9HD26; AID 602252, 2012; hit rate 0.92% among 300,000; purified CAL PDZ, TMR-peptide fluorescence polarization, 1 h; inhibition, % at 24.9 µM;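 active = mean inhibition of at least 30% with at least half of replicates also reaching 30%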;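 also: 0% = DMSO neutral control and 100% = excess unlabeled competitor peptide PRC23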
DAGLB inh = DAGLB lipase inhibitors, primary screen, biochemical, fluorescence, HTS; hit rate 0.059% among 340,000; Diacylglycerol lipase-beta (Homo sapiens), Q8NCG7; inhibition, % at 5.17 µM; HEK293T DAGLB membrane lysate, EnzChek fluorogenic substrate; in the data active = inhibition above about 34%;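 also: 0% = enzyme with vehicle and 100% = wells lacking enzyme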
V-ATPase pHluor = regulators of yeast V-ATPase proton pumping, primary screen, pHLuorin cytosolic pH fluorescence. S. cerevisiae. response, % at 10 µM. hit rate 0.37% among 350,000. AID 504577, 2011; in the data active = response mostly above about 7.3%, no sharp cut-off; inactive = mostly below about 5.4%; also: actives read high; inactives centre near 0; some compounds called inactive have numbers as strong as hits
RTF Ca sens inh = cardiac RTF calcium sensitivity inhibitors, primary screen, biochemical, IANBD-TnC fluorescence, EC70 calcium; Troponin I, cardiac muscle (Homo sapiens) + Troponin T, cardiac muscle (Homo sapiens) + …; IANBD-labeled cardiac RTF, Ca2+ fluorescence; inhibition, % at 7.15 µM; hit rate 0.12% among 340,000; AID 493244, 2011;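 active = inhibition above the mean inhibition of all tested compounds plus 3 SD, cut at about 17% in these data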;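 also: assay run at fixed EC70 calcium of 1.6 mM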
DSG3 Ab inh = inhibitors of pemphigus antibody binding to DSG3, primary screen, biochemical, bead-based, flow cytometry, scFv-GFP; Desmoglein-3 (Homo sapiens), P32926; DSG3-coupled beads, scFv-anti-DSG3-GFP binding; stronger effect = lower value; binding (percent of control), % at 10 µM; hit rate 0.48% among 310,000; AID 588358, 2011;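 active = binding more than 3 SD below its plate's average and above zero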; also: some compounds called inactive have numbers as strong as hits
C-LANA FP = inhibitors of KSHV C-LANA binding to DNA, primary screen, biochemical, fluorescence polarization, FAM-LBS DNA, MBP-C-LANA, single point. Kaposi's sarcoma herpesvirus LANA C-terminal domain (residues 932-1162) DNA binding. inhibition, % at 9 µM. hit rate 0.078% among 340,000;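 active = highest replicate inhibition at or above 60% at 9 µM, even if other replicates fall short; inactive = all replicates below 60% inhibition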;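 also: 0% = neutral control wells and 100% = 4 µM acridine orange control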
* marks the source's active call; other numbers are inactive results; x = not tested or not shown.

Preview (7 entries):
SMILES	Arr AP2 block	CAL PDZ FP-1	NSD2 HMT inh	Keap1 Nrf2 FP	CAL PDZ FP-2	DAGLB inh	V-ATPase pHluor	RTF Ca sens inh	DSG3 Ab inh	C-LANA FP
Cc1cccc(-n2ncc3c(N4CCCC4)ncnc32)c1	9	-3.6	0	1	1	-2	1	7	87	0.1
COc1ccc(-c2nnc(SCc3c(C)noc3C)n2N)cc1OC	-19	-1.8	0	0	x	-1	5	-6	104	-1.5
CN(CC(=O)Nc1ccc(F)cc1)C(=O)COC(=O)c1cc(S(=O)(=O)N(C)C)ccc1N1CCCC1	22	-0.3	0	-3	19	3	13	-4	107	0.4
Cc1ccccc1NC(=O)Cc1nc(COC(=O)COc2ccccc2C(C)C)cs1	1	0.5	1	-1	10	-10	0	-4	x	-2.4
O=C(CCN1C(=O)/C(=C/c2ccccc2Cl)SC1=S)Nc1ccccc1C(=O)O	-10	0.3	13	0	-5	13	1	-5	96	5.8
COc1ccc(-c2cnn3c4c(c(C)nc23)CCN4C(C)C)cc1OC	2	-0.3	0	-2	-2	1	-4	-4	96	-0.4
COCCN(C(=O)CNC(=O)c1ccco1)C(C(=O)NC1CCCC1)c1ccc(OC)cc1 (stereo not given)	3	0.2	110*	-4	2	-2	-4	0	107	-1.7

The whole of this part (from the top)
SMILES	Arr AP2 block	CAL PDZ FP-1	NSD2 HMT inh	Keap1 Nrf2 FP	CAL PDZ FP-2	DAGLB inh	V-ATPase pHluor	RTF Ca sens inh	DSG3 Ab inh	C-LANA FP
Cc1cccc(-n2ncc3c(N4CCCC4)ncnc32)c1	9	-3.6	0	1	1	-2	1	7	87	0.1
COc1ccc(-c2nnc(SCc3c(C)noc3C)n2N)cc1OC	-19	-1.8	0	0	x	-1	5	-6	104	-1.5
CN(CC(=O)Nc1ccc(F)cc1)C(=O)COC(=O)c1cc(S(=O)(=O)N(C)C)ccc1N1CCCC1	22	-0.3	0	-3	19	3	13	-4	107	0.4
Cc1ccccc1NC(=O)Cc1nc(COC(=O)COc2ccccc2C(C)C)cs1	1	0.5	1	-1	10	-10	0	-4	x	-2.4
O=C(CCN1C(=O)/C(=C/c2ccccc2Cl)SC1=S)Nc1ccccc1C(=O)O	-10	0.3	13	0	-5	13	1	-5	96	5.8
COc1ccc(-c2cnn3c4c(c(C)nc23)CCN4C(C)C)cc1OC	2	-0.3	0	-2	-2	1	-4	-4	96	-0.4
COCCN(C(=O)CNC(=O)c1ccco1)C(C(=O)NC1CCCC1)c1ccc(OC)cc1 (stereo not given)	3	0.2	110*	-4	2	-2	-4	0	107	-1.7
CCN(CC)S(=O)(=O)c1cc(NC(=O)NCCCl)ccc1C	7	-2.7	45	-1	x	5	2	-13	106	-2.2
Cc1nccc(-c2ccc(-n3c(C)ccc3C)cc2)n1	-6	-2.2	-1	-1	-2	-1	-1	-4	110	0.1
COC(=O)c1sc(-c2ccc(C(C)(C)C)cc2)cc1NC(=O)/C=C/C(=O)O	-19	-3.6	12	-5	x	21	1	-1	111	0.9
Cc1nc(N2CCC(C)CC2)c2nnn(Cc3ccccc3)c2n1	-1	-3.1	-3	-7	-1	-14	2	3	115	-0.8
Cc1cccc(CNS(=O)(=O)c2csc(C(N)=O)c2)c1	-3	-1.4	-13	-6	-2	-1	3	-6	62	-1.7
C=CCOc1ccccc1CN1CCCC(CCC(=O)N(C)CCc2ccccn2)C1 (stereo not given)	-9	-0.4	1	2	-3	-1	10	-4	104	-1.3
CSc1nc(C)c(CCOC(=O)c2ccccc2)c(=O)[nH]1	2	-1.2	0	-7	0	1	0	-16	x	-1.4
O=C(Nc1ccccc1Oc1ccccc1)c1ccc(Br)o1	2	-0.8	-15	1	1	-20	-12	-13	84	-1.4
Cc1noc(C)c1C(=O)Nc1ccc2ccccc2c1	5	-1.5	-3	-2	-4	-1	1	-8	96	-2.2
O=C(NCc1ccc(F)cc1)C1CCC(=O)N1CCc1ccccc1 (stereo not given)	0	-1.0	x	-2	x	-3	3	3	107	-1.1
O=C(/C=C/c1cccc([N+](=O)[O-])c1)NCCN1C(=O)S/C(=C\c2ccc(F)cc2)C1=O	-7	0.1	-6	1	-3	1	3	-4	96	-0.6
COc1ccc(CNC(=O)COC(=O)/C=C/c2cccc(Br)c2)cc1	42	-5.5	0	1	-4	2	0	-10	75	1.6
NS(=O)(=O)c1ccc2nc(NC(=O)c3ccc4c(c3)OCCO4)sc2c1	-2	-0.8	x	-2	63*	2	3	-9	96	0.8
Cc1cc(NC(=O)Cc2cc(F)cc(F)c2)no1	-13	-1.3	2	1	-6	1	-1	-9	94	0.7
COc1ccccc1-n1cnnc1SCC(=O)NC1CCCC1	14	-1.1	-2	-1	x	3	-2	1	111	-0.9
Cc1ccc(C)c(-c2nnc(NC(=O)CCS(=O)(=O)c3ccc(F)cc3)o2)c1	6	-1.8	-1	2	1	1	-5	-25	99	0.0
COC(=O)c1sc(-c2ccccc2)cc1NC(C)=O	16	-2.2	-1	4	-2	-6	3	-3	113	1.5
Cc1ccc(-c2nc(CSCC(=O)NCC3CCCO3)c(C)o2)cc1 (stereo not given)	-10	-4.3	-3	-2	-1	1	0	-5	101	0.1
The list goes on.
SMILES	Arr AP2 block	CAL PDZ FP-1	NSD2 HMT inh	Keap1 Nrf2 FP	CAL PDZ FP-2	DAGLB inh	V-ATPase pHluor	RTF Ca sens inh	DSG3 Ab inh	C-LANA FP
CCc1ccc(C(=O)NNc2ccc(C)c(Cl)c2)cc1	18	-1.0	33	2	x	x	-2	x	98	0.0
CC(Sc1ccccn1)C(=O)NC1CCCC1 (stereo not given)	17	0.5	-2	-3	-7	3	2	3	x	0.5
Cc1onc(-c2c(F)cccc2Cl)c1C(=O)OCC(=O)c1c[nH]c2ccccc12	1	-1.9	x	-4	-2	-4	-3	-4	103	2.1
Cc1c(NC(=O)Nc2ccc(F)cc2)c(=O)n(-c2ccccc2)n1C	1	-0.7	0	-2	0	-1	6	-4	111	-0.3
O=C(NCc1ccco1)c1cccc(F)c1	11	-0.1	1	2	-1	-1	1	0	104	0.1
COc1cccc(OC)c1C(=O)NC(=S)Nc1ccc2oc(-c3ccncc3)nc2c1	-3	-2.9	28	-4	-2	-1	4	-4	99	-1.7
COC(=O)CSc1n[nH]c(-c2cccnc2)n1	4	-0.2	-3	2	3	0	1	-1	104	0.9
COc1ccc(N2CC(C(=O)N/N=C/c3ccc([N+](=O)[O-])cc3)CC2=O)cc1 (stereo not given)	12	-1.4	-2	1	-2	0	1	-4	97	0.8
O=C(NNS(=O)(=O)c1ccc([N+](=O)[O-])cc1)c1ccc2ccccc2c1O	0	-2.6	5	-2	-4	17	0	0	116	0.2
CC(C)CN(Cc1c(O)ccc2c(=O)c(-c3ccccc3)coc12)CC(C)C	12	-2.6	-2	0	8	-1	-5	-2	97	3.5
COc1ccc(NC(=O)C(=O)NCC2CCCN2S(=O)(=O)c2cc(C)ccc2C)cc1 (stereo not given)	2	-2.0	0	-1	0	1	-1	0	102	-0.2
Cc1ccc(NC2CCCCC2NS(=O)(=O)c2ccc(Cl)cc2)cc1 (stereo not given)	21	-2.5	2	-2	0	-14	2	1	104	-0.1
CCOc1ccc(NC(=S)Nc2ccc(OCc3ccccc3)cc2)cc1	27	-0.3	-2	5	-2	-3	-2	-5	100	1.8
N#CCCN(C(=O)COC(=O)CCc1nc2ccccc2c(=O)[nH]1)c1ccc(F)cc1	6	-0.9	1	-6	x	1	-6	0	103	-0.1
O=C(CSc1nnc(Cc2ccccc2)n1Cc1ccccc1)NCc1ccco1	1	-1.1	26	1	-1	0	2	-8	x	0.2
NC(=O)C1CCN(C(=O)Cc2ccsc2)CC1	6	-2.4	15	-5	-3	-1	2	-7	120	-1.8
CCC(=O)Nc1c(C(=O)N2CCN(c3ccccn3)CC2)cnn1-c1ccc(Cl)cc1	-5	-0.5	-1	4	0	0	5	2	96	1.7
N#Cc1ccccc1OCCCNC1CCCC1	-3	-3.5	6	-8	-3	-2	0	-11	104	0.3
CC1(OC(=O)C2CCCC2)C(=O)C=C2C=C(c3ccsc3)N(C3CC3)C=C2C1=O (stereo not given)	24	-0.6	x	-5	-1	-2	-3	1	95	1.1
CCOc1ncccc1C(=O)N(CC)CC(=O)Nc1ccc(NC(C)=O)cc1	30	-1.1	-1	0	15	0	-1	-6	100	0.5
COc1ccc(C(=O)N2CCC(n3nnc4cc(F)ccc43)CC2)cc1OC	-8	-1.3	-2	2	-1	2	-1	-5	84	-1.2
O=C1C(C=Nc2ccccc2O)=C(O)c2ccccc21	7	0.3	3	0	-3	2	0	12	98	0.4
CCOC(=O)c1c(C)[nH]c(C)c1C(=O)COC(=O)c1ccccc1O	-6	-0.6	1	1	6	-1	5	-6	97	2.8
O=C(COC(=O)CCC1CCCC1)Nc1ccccc1Sc1ccccc1	2	-2.5	25	1	-5	-8	-3	-21	86	-12
COc1ccc2ccccc2c1CNCc1ccc(C)cc1	-1	-0.4	0	-4	6	0	0	-2	112	-0.3
COc1ccccc1C(=O)Nc1cc(Cl)ccc1-n1cncn1	-10	-0.7	0	2	-4	-3	8	9	102	0.1
CCOC(=O)c1ccc(CSc2nnc(N)s2)cc1	13	-0.8	1	-5	-1	-4	-5	1	x	0.8
O=C(N/N=C/c1ccc(O)cc1)c1[nH]c2ccc(Br)cc2c1-c1ccccc1	18	-0.4	9	1	6	-5	2	-3	98	-0.2

Some of the compounds tested. The share of hits here may be higher or lower than overall.
